Assay outcomes from PubChem.
Eya2 inh: inhibitors of human Eya2 phosphatase activity; O00167; recombinant Eya2, OMFP fluorescence dephosphorylation (OMFP is methylfluorescein phosphate); Potency, µM (titrated, usually from 76.9 µM), inactives show top-dose activity, negative = inhibition, hits mostly inhibitors; 330,000 compounds, 0.006% hits; AID 488837; also: potency is read from the fitted curve at half-maximal effect; % is scaled to controls: 0 for no effect and ±100 for the full control effect
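Eya2 protein (added as 0.2 uM solution) was preincubated with compound for 10 min at ambient temperature in 50 mM HEPES pH 7.5, 50 mM NaCl, 5 uM MgCl2, 0.05% BSA, 1 mM DTT. OMFP (added at 50 uM) then reacted 10 min; fluorescence read at 485/525 nm.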
Tb PFK block: T. brucei PFK enzyme inhibition. O15648. T. brucei PFK, ADP-Glo luminescence. Potency, µM (doses to about 57.5 µM), inactives show at the top dose activity, negative = inhibition, most hits filed as inhibitors. 330,000 compounds, 0.17% hits. AID 485367;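 also: potency is read from the fitted curve at half-maximal effect; 0% = uninhibited 1x PFK enzyme wells and -100% = no-enzyme wells; nearly all actives have a fitted effect of over 60% in size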
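1.25 nM PFK with 0.5 mM F6P and 0.1 mM ATP in 0.1 M TEA pH 8.0, 5 mM MgCl2, incubated 45 min at room temperature; ADP measured by ADP-Glo luminescence; compounds titrated up to 57 uM.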
TSG101-PTAP inh: blocks PTAP/TSG101 interaction to inhibit HIV-1 budding; Potency, µM (series often up to 115 µM), for inactives: at the highest dose activity change, negative = inhibition, usual class: inhibitors; AID 493005; 340,000 tested, under 10 active; Fluorescence polarization, FITC-PTAP peptide / Tsg101 binding; Q99816; active = well fitted inhibition curve with a large enough effect in the main read-out, with a control signal flat, not every such curve was filed as active; inconclusive = small, poorly fitted or top-dose-only effect, or effect the other way, or a change in a side signal; inactive = no such curve, though single readings can be large or run the other way; also: potency is read from the fitted curve at half-maximal effect; % of control where 0% means no effect
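Fluorescence polarization binding of Tsg101 binding domain (10 uM final) to FITC-labeled PTAP peptide (50 nM final) in HEPES pH 7.5 buffer with NaCl, Tween 20, EDTA, TCEP. Compounds added before peptide; binding 20 min at RT.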
Mito fusion yeast: mitochondrial division inhibition or fusion activation. S. cerevisiae fusion-defective mutant growth rescue, CellTiterGlo 48 h. Potency, µM (titrated, usually from 46.1 µM), without a hit: at the highest dose growth rescue (activation), most hits filed as activators. 320,000 compounds, 0.23% hits. AID 485298;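 also: potency is read from the fitted curve at half-maximal effect; % of control where 0% means no effect; nearly all actives have a fitted effect of over 45% in size; temperature-sensitive fusion mutants such as fzo1-1 at 37 °C on non-fermentable ethanol glycerol medium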
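Compounds are tested for their ability to restore growth of mitochondrial fusion-defective yeast strains at non-permissive 37C in YPEG medium over 48 hours. Viability is quantified by luciferase luminescence.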
USP2a block: USP2a (human) protease inhibition; 330,000 compounds, 0.01% hits; Potency, µM (highest dose often 38.3 µM), inactives show top-dose activity change, negative = inhibition, usual class: inhibitors; O75604; USP2 core, Ub-CHOP2 coupled fluorogenic reporter, 485/531;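 also: potency is read from the fitted curve at half-maximal effect; plate controls were DMSO wells for no effect and full inhibition by NEM control for full effect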
Target sequence (O75604 whole entry, looked up): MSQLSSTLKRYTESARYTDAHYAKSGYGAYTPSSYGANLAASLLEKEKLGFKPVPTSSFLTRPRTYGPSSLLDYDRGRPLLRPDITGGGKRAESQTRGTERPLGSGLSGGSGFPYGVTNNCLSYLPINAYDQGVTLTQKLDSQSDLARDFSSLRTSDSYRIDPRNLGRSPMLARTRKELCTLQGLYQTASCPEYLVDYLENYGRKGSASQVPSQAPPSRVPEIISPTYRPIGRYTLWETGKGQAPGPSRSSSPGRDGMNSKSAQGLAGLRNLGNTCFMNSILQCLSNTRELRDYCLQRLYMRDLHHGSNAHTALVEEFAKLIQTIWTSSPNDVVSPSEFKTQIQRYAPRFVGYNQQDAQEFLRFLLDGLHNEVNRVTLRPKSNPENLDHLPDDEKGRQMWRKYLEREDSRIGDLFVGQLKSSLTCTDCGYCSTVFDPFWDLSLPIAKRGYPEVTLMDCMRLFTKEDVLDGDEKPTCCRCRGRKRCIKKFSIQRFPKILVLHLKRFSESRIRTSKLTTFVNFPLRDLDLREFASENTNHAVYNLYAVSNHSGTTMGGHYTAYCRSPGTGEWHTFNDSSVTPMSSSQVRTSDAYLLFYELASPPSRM
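Deubiquitinase activity read as fluorescence (485/531 nm) after Ub-CHOP2 cleavage activates the enterokinase reporter on its substrate; USP2 core 10nM, Ub-CHOP2 and substrate 25nM each, 30min compound preincubation then 60min RT; data normalized to NEM, curves fitted.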
ELG1 DNA repair: blocks ELG1-dependent DNA repair in HEK293T cells; HEK293T ELG1-luciferase reporter, luminescence, 16 h; DNA damage induced by 5-fluorouridine; Potency, µM (doses to about 46.1 µM), for inactives: top-dose activity change, negative = inhibition, usual class: inhibitors; 330,000 compounds, 2.3% hits; AID 504467; also: potency is read from the fitted curve at half-maximal effect; % is scaled to controls: 0 for no effect and ±100 for the full control effect; nearly all actives have a fitted effect of over 55% in size
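DMSO vehicle served as the neutral condition. Each well held 2,000 cells given 5-fluorouridine plus compound; after 16 hr at 37 °C/5% CO2, ONE-Glo was added and luciferase measured 30 min later.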
B2AR arrestin: recruits beta-arrestin to the human beta2-adrenergic receptor; beta-arrestin recruitment to beta2AR, cell-based reporter; P07550; Potency, µM (highest dose often 46.1 µM), without a hit: top-dose activation, usual class: activators; 330,000 compounds, 0.02% hits; AID 492947;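 also: potency is read from the fitted curve at half-maximal effect; 0% = DMSO controls and full agonism = EC100 isoproterenol or metaproterenol; nearly all actives have a fitted effect of over 65% in size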
Target sequence (P07550 whole entry, looked up): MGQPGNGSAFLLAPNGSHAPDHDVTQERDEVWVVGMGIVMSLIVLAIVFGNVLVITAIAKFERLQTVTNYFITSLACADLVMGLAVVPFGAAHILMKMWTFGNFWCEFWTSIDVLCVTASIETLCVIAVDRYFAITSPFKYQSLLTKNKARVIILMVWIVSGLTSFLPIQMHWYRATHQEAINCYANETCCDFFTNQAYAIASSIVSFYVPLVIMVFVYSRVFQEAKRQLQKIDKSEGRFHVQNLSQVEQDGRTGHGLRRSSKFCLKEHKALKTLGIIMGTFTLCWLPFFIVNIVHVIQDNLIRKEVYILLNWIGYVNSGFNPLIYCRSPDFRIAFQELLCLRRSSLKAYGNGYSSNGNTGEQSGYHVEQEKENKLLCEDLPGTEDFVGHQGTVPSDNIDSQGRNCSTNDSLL
TSHR antag: antagonists of human thyroid stimulating hormone receptor; AID 504810; TSHR-expressing cells, TSH-stimulated cAMP HTRF, 2 h; active compounds read low; 330,000 compounds, 0.2% hits; activity change, negative = inhibition, % at 11.5 µM; P16473;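 active = activity change below a set negative limit, meaning inhibition stronger than a set level, cut at about -70% in these data; inconclusive = activity change between two set negative limits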; also: % is scaled to controls: 0 for no effect and ±100 for the full control effect
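TSHR-expressing cells, 200/well, pre-treated with compound, then stimulated with EC80 TSH (4nM final) for 2 hours at 37 deg C. cAMP measured by competitive HTRF: anti-cAMP cryptate antibody in lysis buffer plus cAMP-d2, read after 30 minutes at room temperature.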
Chronic BCR inh: chronic active BCR signaling inhibition; ABC-DLBCL IkBa-CBG/CBR reporter, luminescence ratio, 4 h; Potency, µM (series often up to 46.1 µM), for the others: at the highest dose ratio change, negative = lower green/red ratio, most hits filed as inhibitors; 340,000 compounds, 0.05% hits; AID 493014; active = well fitted inhibition curve with a large enough effect in the signal ratio, with a control signal flat, not every such curve was filed as active; inconclusive = small, poorly fitted or top-dose-only effect, or effect the other way, or a change in a side signal; the % refers to the signal ratio;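 also: potency is read from the fitted curve at half-maximal effect; plate controls were basal doxycycline-induced cells for no effect and cells given 10 µM MG132 for full effect; MG132 reads +100%, hits lower the ratio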
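Doxycycline induced both beetle luciferases in TMD8 lymphoma cells; IKK-driven degradation limits the IkappaBalpha-fused green signal, while red luminescence normalises for cell number and nonspecific effects. Compounds tested up to 46 uM, 4 hrs.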
TCR act: T cell receptor activation. primary human leukocytes, anti-CD3, IL-2 HTRF, 48 h. Potency, µM (doses to about 9.22 µM), inactives show top-dose activation of IL-2 secretion, actives largely listed as activators. 330,000 tested, under 10 active; also: % of control where 0% means no effect
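IL-2 release read by HTRF sandwich (Eu cryptate donor, d2 acceptor, 665 nm emission) after 48 hr exposure of primary human leukocytes to compound together with anti-CD3 beads in the absence of co-stimulatory signals.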
uPA surface inh: inhibitors of cell surface uPA generation; 330,000 compounds, 0.31% hits; cell surface uPA generation assay, qHTS; Potency, µM (highest dose often 38.3 µM), for the others: at the top dose activity change, negative = inhibition, most hits filed as inhibitors; active = well fitted inhibition curve with a large enough effect; inconclusive = small, poorly fitted or top-dose-only effect; inactive = no such curve, though single readings can be large or run the other way; tested in mouse RAW 264.7 cells; also: potency is read from the fitted curve at half-maximal effect; % is scaled to controls: 0 for no effect and ±100 for the full control effect; nearly all actives have a fitted effect of over 55% in size
Starred values were filed as active, the others as inactive; ? = inconclusive; · = not tested or not shown; [ ] = dose if it differs, or a comment. Unless noted, calls follow the shape of the dose curve; as a rule, active = well fitted curve in the direction sought with a large enough effect; inconclusive = small, poorly fitted or top-dose-only effect, or another doubt; inactive = no such curve, though single readings can be large; an effect the other way counts as inactive or inconclusive.

SMILES	Eya2 inh	Tb PFK block	TSG101-PTAP inh	Mito fusion yeast	USP2a block	ELG1 DNA repair	B2AR arrestin	TSHR antag	Chronic BCR inh	TCR act	uPA surface inh
CN(c1ccccc1C(=O)Nc1ccccc1-c1ccccc1)S(C)(=O)=O	-1%	-3%	-3%	4%	1%	0%	-0.3%	-2	0%	-13%	16%
COc1cccc(-c2ccc3nnc(SCC(=O)Nc4ccc(NC(C)=O)cc4)n3n2)c1	9%	12%	-3%	1%	0%	-17%	0.0%	8	-6%	1%	1%
N=C(N)SCc1ccc(Cl)cc1Cl	-5%	?	-9%	2%	3%	10µM*	7.0%	9	?	-7%	?
Cc1cc(SCC(=O)OCC(=O)NCC2CCCO2)c(C)cc1Br (configuration not stated)	-24%	-2%	-6%	-1%	2%	1%	-1.8%	-4	14%	0%	7%
O=c1oc(-c2ccccc2F)nc2scc(-c3ccccc3)c12	3%	-2%	-3%	-2%	-4%	?	-1.2%	-1	-11%	5%	-3%
Fc1ccc(NC(=S)Nc2cccc(Cl)c2)cc1	-4%	7%	-10%	5%	3%	0%	-0.5%	8	?	1%[46.1 µM]	-17%
Cc1sc2ncnc(NCC(c3ccco3)N(C)C)c2c1C (configuration not stated)	16%	-13%	0%	11%	4%	?	0.2%	3	4%	4%	0%
CCOc1ccc(NC(=O)CSc2nnc(C3CC3)n2C2CC2)cc1	5%	0%	-4%	-3%	0%	3%	0.2%	-28	?	-1%	-4%
Cc1cc(C(=O)Nc2ccc(Cl)cc2)c2ccccc2n1	-8%	-1%	-1%	-1%	0%	9%	-0.5%	-7	?	0%	1%
O=C(Nc1ccc(N2CCCCC2)cc1)c1ccc([N+](=O)[O-])o1	0%	-11%	-1%	7%	1%	?	0.5%	2	?	8%	-3%
C=CCn1c(Cc2cccs2)nnc1SCC(=O)c1ccc2ccccc2c1	-2%	0%	0%	5%	1%	-16%	4.9%	-6	?	5%	·
COc1cc(CCC(=O)Nc2ccc(C)c(S(=O)(=O)N3CCCCCC3)c2)cc(OC)c1OC	-1%	-3%	1%	-3%	-1%	?	-0.5%	-42	1%	-2%	-5%
COc1nccnc1NS(=O)(=O)c1ccc(NC(=S)NC(=O)/C=C/c2ccc(F)cc2)cc1	-14%	18%	0%	-7%	-7%	?	-0.3%	-16	-3%	3%[46.1 µM]	-23%
CCN(C(=O)CSc1nnnn1-c1ccc(OC)cc1)C1CCS(=O)(=O)C1 (configuration not stated)	5%	1%	0%	·	5%	0%	-0.1%	·	-2%	-2%	-3%
O=S(=O)(c1cccs1)N1CCN(c2ccnc3cc(Cl)ccc23)CC1	0%	-1%	0%	9%	-1%	?	-0.1%	-13	?	12%	6%
CC1(C)CC(N2CCN(CCO)CC2)=CC(=S)N1	8%	-2%	-4%	1%	2%	-13%	-0.5%	4	-5%	4%	7%
Cc1ccc(C2C(C#N)=C(N)SC(N)=C2C#N)c(C)c1	?	3%	?	25%	4%	?	0.5%	-16	?	-12%	5%
O=[N+]([O-])c1ccc(Cl)cc1N1CCCC1	8%	1%	-4%	3%	2%	-8%	-0.1%	2	?	5%	2%
COc1cccc(C2Nc3ccccc3C(=O)N2O)c1O (configuration not stated)	12%	4%	-5%	3%	2%	?	-0.2%	-12	12%	1%	-2%
CCOc1nc(C)cc(C)c1S(=O)(=O)c1ccc(Cl)cc1	0%	0%	-8%	-2%	0%	-2%	0.0%	-2	?	0%	-2%
CC(C)(C)NC(=O)/C=C/c1cccs1	-9%	-4%	-4%	0%	3%	21%	0.0%	6	0%	-4%	?
CCOC(=O)c1cn2nc(Oc3cccc(F)c3)ccc2n1	-2%	-8%	-2%	11%	0%	?	-1.1%	1	?	-2%	3%
COc1ccc(N(CC(=O)NCCSCc2ccccc2Cl)S(C)(=O)=O)cc1Cl	3%	1%	-3%	3%	4%	-19%	-0.3%	4	-8%	-1%	-12%
O=S(=O)(Nc1cccc(-n2cnnn2)c1)c1cccc(Cl)c1	0%	-6%	4%	1%	1%	1%	-0.6%	6	-8%	1%	-4%
COc1ccc(OC)c(C(=O)N/N=C/c2ccccn2)c1	-4%	13%	-3%	-1%	0%	3%	4.9%	0	?	-5%	-26%
O=C(c1cccc2c1-c1ccccc1/C2=N/O)N1CCCCC1	-14%	-5%	-2%	7%	1%	?	0.2%	-13	-1%	4%	1%
Cn1nc(C(=O)OCC(=O)Nc2ccc(SC(F)F)cc2)c2ccccc2c1=O	5%	0%	-1%	·	1%	-8%	-0.2%	·	-10%	3%	-12%
COc1ccc2nc(N3C(=O)/C(=C/c4ccc(Cl)cc4)NC3=S)sc2c1	6%	-6%	5%	-5%	6%	14%	-1.2%	-9	0%	-7%[46.1 µM]	0%
CN(Cc1nc2ccccc2c(=O)[nH]1)C(=O)c1cccc(NC(=O)c2cccs2)c1	1%	0%	-7%	·	2%	?	-0.6%	-2	-1%	-2%	9%
N=c1sccn1CC(=O)Nc1cccc(S(=O)(=O)N2CCCCCC2)c1	9%	3%	-5%	-1%	9%	?	-0.2%	-4	-1%	5%	-15%
O=C(Nc1ccccc1)N1CCOCC1	-6%	0%	0%	-3%	1%	-5%	-0.8%	3	-5%	·	-1%
COc1ccc(NC(=O)CN2CCN(CC(=O)Nc3ccccc3F)CC2)cc1OC	15%	-2%	-10%	2%	-1%	1%	-0.3%	9	0%	3%	4%
CCOC(=O)COc1ccc2c(c1)C(=O)CC(C)(C)O2	21%	2%	-3%	2%	-1%	-6%	-0.5%	-8	-1%	·	·
CCn1cc(Br)c(C(=O)Nc2ccc(F)c(Cl)c2)n1	-1%	5%	-4%	6%	-4%	?	-0.9%	1	-3%	-17%	3%
O=C(CCc1nc(-c2ccccc2Cl)no1)NCC1CCCO1 (configuration not stated)	-8%	-2%	0%	-4%	2%	-5%	0.3%	8	1%	-1%	1%
NS(=O)(=O)c1ccc(NC(=O)c2cc(-c3cccs3)nc3ccccc23)cc1	1%	0%	1%	-4%	1%	-10%	-0.4%	-1	?	-2%[46.1 µM]	-9%
Cc1ccc(NC(C)c2cc(Cl)ccc2O)cc1 (configuration not stated)	-10%	-9%	-7%	0%	-3%	-17%	2.7%	11	14%	7%	4%
O=C(CSc1nnc(COc2ccc(Cl)cc2)o1)N1c2ccccc2CCc2ccccc21	-7%	0%	-2%	-1%	0%	-20%	0.2%	3	?	8%	-11%
O=C(O)c1ccc(N2C(=O)CSC2c2cccc([N+](=O)[O-])c2)cc1 (configuration not stated)	4%	1%	-4%	-1%	1%	20%	0.0%	21	-2%	4%	0%
C[C@@H]1C=CC(=O)O[C@@H]1c1ccc(Cl)cc1	11%	1%	·	0%	3%	?	-0.9%	6	?	6%	?
COc1cccc(C2CC(c3cccs3)=NN2S(C)(=O)=O)c1 (configuration not stated)	1%	0%	-4%	30%	3%	-8%	-0.1%	14	-2%	-3%	-1%
O=C(Nn1cnnc1)c1ccc(Br)s1	0%	0%	-1%	-2%	-1%	-4%	-0.6%	3	4%	1%[46.1 µM]	-4%
CCOC(=O)CSc1ncc(-c2ccccc2)cn1	13%	6%	-7%	4%	1%	-6%	-0.9%	-20	?	11%	·
CC(/C=C1\SC(=S)N(CCC(=O)Nc2cccc(C(=O)O)c2)C1=O)=C\c1ccccc1	-10%	1%	-7%	1%	1%	4%	-0.9%	-9	?	1%	1%
O=C(CSc1nnc(C2CC2)n1C1CC1)c1cc(F)ccc1F	6%	-4%	0%	3%	-2%	12%	11%	14	-20%	-8%	-9%
CC(=O)Nc1cc[n+](C(C)C(=O)c2ccc(Br)cc2)cc1 (configuration not stated)	-1%	1%	0%	-2%	-1%	0%	0.1%	4	-1%	-1%	-1%
